Assay outcomes: PubChem BioAssay, National Center for Advancing Translational Sciences (NCATS)
Cycloheximide cs: counter-screen hit for Shiga toxin inhibitors, cycloheximide; cell reporter, cycloheximide protein synthesis inhibition counterscreen; max response, %; actives 12% (n = 300,000); in the data active = max response mostly above about 13%, no sharp cut-off; inactive = mostly below about 14%; note: read at 38.3 µM for the half of the compounds with a filed dose; 0% is about no effect
Pf growth 48h: P. falciparum growth inhibition at 48 hours (one generation); AID 504832; actives 5.9% (n = 310,000); P. falciparum luciferase growth in erythrocytes, 48 h; Potency, µM (series often up to 28.7 µM), for the others: top-dose activity change, negative = inhibition, most hits filed as inhibitors; note: potency is the fitted concentration of half-maximal effect; % is set by controls: 0 for no effect and ±100 for the full control effect
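Growth was read as firefly luciferase luminescence after a 48 h, 37 C, 5% CO2 exposure of compounds to reporter-bearing P. falciparum cultures (0.1% parasitemia, 2% hematocrit final) in Albumax-supplemented RPMI 1640.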
Shiga inhibitor: Shiga toxin inhibition. Vero cells, Shiga toxin protein synthesis inhibition reporter. inhibition, % at 38.7 µM. actives 9.2% (n = 290,000); in the data active = inhibition mostly above about 28%, no sharp cut-off; inactive = mostly below about 43%; note: 0% is about no effect
Giardia FBPA inh: Giardia lamblia aldolase inhibition; purified Giardia FBPA; actives 0.71% (n = 290,000); AID 2451; Potency, µM (top dose mostly 59.6 µM), inactives show at the top dose activity, negative = inhibition, hits mostly inhibitors; note: potency is the fitted concentration of half-maximal effect; % is set by controls: 0 for no effect and ±100 for the full control effect; nearly all actives have a fitted effect of over 55% in size
Target sequence (A8B2U2 whole entry, looked up): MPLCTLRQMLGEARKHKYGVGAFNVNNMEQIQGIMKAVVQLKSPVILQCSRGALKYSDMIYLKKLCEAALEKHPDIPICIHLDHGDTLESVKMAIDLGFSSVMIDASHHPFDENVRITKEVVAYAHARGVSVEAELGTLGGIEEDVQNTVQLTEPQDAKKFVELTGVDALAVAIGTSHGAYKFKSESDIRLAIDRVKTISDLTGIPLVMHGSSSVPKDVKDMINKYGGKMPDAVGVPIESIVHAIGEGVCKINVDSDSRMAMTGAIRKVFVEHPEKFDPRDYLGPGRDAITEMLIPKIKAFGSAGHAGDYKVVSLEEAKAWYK
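Giardia FBPA (40 nM reagent) was preincubated 10 min at RT with compound (up to 57.5 uM final), then substrate plus GAPDH/TPI/NAD/arsenate coupling system with diaphorase/resazurin was added; resorufin fluorescence (525/598 nm) was read after 20 min.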
Sm TGR block: blocks Schistosoma mansoni thioredoxin glutathione reductase; purified TGR, DTNB reduction, TNB absorbance 405 nm; Potency, µM (highest dose often 114 µM), for inactives: top-dose activity change, negative = inhibition, most hits filed as inhibitors; Q962Y6; actives 3% (n = 360,000); AID 485364; note: potency is the fitted concentration of half-maximal effect; % is set by controls: 0 for no effect and ±100 for the full control effect; nearly all actives have a fitted effect of over 60% in size
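Kinetic colorimetric format: TGR-catalysed, NADPH-driven DTNB reduction monitored via TNB absorbance. Enzyme dispensed at 20 nM; compound exposure 15 min at room temperature before reaction start.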
Pf growth 96h: inhibits malaria parasite growth, 96 h; P. falciparum luciferase reporter growth, 96 h; Potency, µM (doses to about 28.7 µM), for the others: at the highest dose activity change, negative = inhibition, usual class: inhibitors; actives 6.9% (n = 320,000); AID 504834; note: potency is the fitted concentration of half-maximal effect; % is set by controls: 0 for no effect and ±100 for the full control effect
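Parasite growth measured via integrated firefly luciferase reporter in P. falciparum. Infected erythrocytes at 2% hematocrit, 0.05% parasitemia final were treated 96 hours at 37 C under 5% CO2, and luminescence was read.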
The depositor's hits bear a star; u = inconclusive; x = not tested or not shown; + = active, no number; & = joins results of further samples; [ ] = remark or other dose. Unless noted, calls come from the whole dose curve; as a rule, active = well fitted curve in the direction sought with a large enough effect; inconclusive = small, poorly fitted or top-dose-only effect, or another doubt; inactive = no such curve, though single readings can be large; an effect the other way counts as inactive or inconclusive.

item | smiles | Cycloheximide cs | Pf growth 48h | Shiga inhibitor | Giardia FBPA inh | Sm TGR block | Pf growth 96h
1 | COC(=O)CNc1nc(Cl)nc(N2CCC(C)CC2)n1 | 0.9 | 8.8% | 13.6 | -1.5% | -7.2% | 9.4%
2 | CCOc1ccc(CCNC(=O)CSc2cc(=O)n(C)c3ccccc23)cc1OCC | -2.0 | u | -6.8 | -2.6% | -15.4%&-0.5% | u
3 | Cc1ccc(S(=O)(=O)N2CCN(C(=O)CCCOc3ccc(Cl)cc3C)CC2)cc1 | x | u | x | x | 2.1% | u
4 | COC(=O)NCCOC(=O)N(O)c1ccc(Br)cc1 | 2.5 | 9.28µM* | -5.7 | -1.4% | 8.1% | u
5 | Cc1cc(C)nc(SC2CCCCC2O)n1 (configuration not stated) | 0.7 | -0.9% | -7.4 | 4.1% | 9.5% | 1.6%
6 | S=C(Nc1ccc2nc(-c3ccccn3)c(-c3ccccn3)nc2c1)N1CCCCCC1 | 7.7 | u | -4.9 | u | u | 32.6%[activator]
7 | CCOC(=O)CCN | x | 14.6% | x | x | -6.9% | 67.6%[activator]
8 | N#C/C(=C\c1c[nH]c2ccccc12)C(=O)Nc1ncc(Cc2ccc(Cl)cc2Cl)s1 | -3.7 | -8.8% | 9.4 | 6.0% | -5.0% | u
9 | CCN1CCc2c(sc(NC(=S)NC(=O)c3ccccc3)c2C#N)C1 | 22.2 | u | 29.0 | u | u | 20.8%
10 | CCCNC(=O)c1c(N)n(-c2ccc(S(N)(=O)=O)cc2)c2nc3ccccc3nc12 | -0.6 | -1.2% | -14.1 | -13.0% | -17.8% | 38.1%[activator]
11 | CC1CCC2(CC1)NC(=O)N(CC(=O)NCc1cccs1)C2=O (configuration not stated) | 0.8 | 5.4% | -13.4 | 4.1% | 6.7% | 59.9%[activator]
12 | COc1cc(C2CC(c3cccnc3)=NN2c2ccc(F)cc2)cc(OC)c1OC (configuration not stated) | -1.2 | u | 3.4 | -12.6% | -7.9% | u
13 | O=C(CC1NC(=O)NC1=O)NC1(C(=O)NC2CCCCC2)CCCCC1 (configuration not stated) | -2.2 | -5.4% | -11.0 | 4.0% | 3.4% | 5.2%
14 | Cc1c(C)n(CCc2ccccc2)c2ncnc(NN)c12 | 16.4* | -3.0% | 25.0 | 0.9% | 3.0% | -48.4%
15 | N/C(=N\OC(=O)CSc1ccccc1)c1ccc([N+](=O)[O-])cc1 | 46.3* | 125.3%[activator] | 67.3* | 0.2% | -20.2% | 0.0%
16 | CCOc1ccc(-c2[nH]ncc2-c2ccc(Cl)cc2)c(O)c1 | -5.1 | 8.28µM* | -19.9 | 15.3% | 9.1% | 3.29µM*
17 | CCSc1nnc(C)c2ccccc12 | -4.7 | 49.1%[activator] | -15.9 | -5.8% | -24.0% | u
18 | CC(=O)N1N=C(c2c(O)n(C)c(=O)n(C)c2=O)CC1c1ccccc1 (configuration not stated) | -3.1 | 3.7µM* | -2.2 | u | 6.4% | 2.62µM*
19 | c1ccc(-c2csc(-n3cnnn3)n2)cc1 | 6.6 | 27.3% | 54.8 | 7.6% | 0.1% | 0.0%
20 | O=C(Nc1cccc(Cl)c1)N1CCSc2cc(Cl)ccc21 | 16.4 | u | -6.4 | -4.5% | -23.7% | 13.1µM*
21 | COC(=O)c1ccc(NC(=O)c2cc[n+](Cc3ccccc3)cc2)cc1 | 1.9 | u | -4.8 | u | 5.0% | 193.6%[activator]
22 | COc1ccc(/C=C2\CN(Cc3ccccc3)C/C(=C\c3ccc(OC)c(O)c3)C2=O)cc1O | 14.2* | 3.29µM* | -4.8 | -10.3% | 44.7µM* | 3.7µM*
23 | CCOC(=O)c1ccc(NC(=O)NNS(=O)(=O)c2cc(OC)ccc2OC)cc1 | -0.1 | 41.4%[activator] | -0.9 | -6.1% | 4.1% | 5.22µM*
24 | NCCCC[C@H]1CNC(=O)C(=O)N1CCCCC1CCCCC1 | -5.3 | 31.0%[activator] | -3.6 | 9.7% | -6.8% | 51.6%[activator]

Additional compounds.
#	canonical_smiles	Cycloheximide cs	Pf growth 48h	Shiga inhibitor	Giardia FBPA inh	Sm TGR block	Pf growth 96h
25	CC(=O)c1ccccc1NC(=O)CSc1nnc2ccccn12	21.9	x	79.6	-0.6%	0.0%	5.6%
26	CCOC(=O)c1c(NC(=O)CSc2n[nH]c(N)n2)sc(CC)c1C	-2.7	u	-17.4	6.2%	4.5%	7.7%
27	CSc1ccc(CN(C)C(=O)CN2C(=O)NC3(CCCC3)C2=O)cc1	x	-20.2%	x	x	-2.8%	24.7%
28	COc1cc(C2C3=C(CCCC3=O)Nc3[nH]n(-c4ccccc4)c(=O)c32)cc(OC)c1OC (configuration not stated)	1.3	4.6%	-9.0	-9.3%	-13.4%	u
29	CCCN1C(=O)C(NC(C)=O)c2ccccc21 (configuration not stated)	5.4	-5.0%	-3.3	1.2%	6.4%	x
30	COc1ccc(S(=O)(=O)N2CCCCC2)cc1NC(=O)Cn1cnc2ccccc2c1=O	x	u	x	x	-0.5%	u
31	CC(Sc1nnc(-c2ccc(Cl)cc2)n1C)C(N)=O (configuration not stated)	12.3	14.9%	-4.5	9.3%	3.4%	-11.4%
32	O=[N+]([O-])c1ccc(/C=N/NC(=S)Nc2ccccc2C(F)(F)F)o1	-6.4	-6.2%	-8.0	-13.3%	-26.3%	u
33	Cc1cc(CSc2ccccc2)ccc1NC(=O)c1ccc(Br)cc1	2.4	-22.6%	-10.5	1.2%	-1.9%	u
34	Cc1ccc(-c2nnn(CC(=O)N(CC(=O)NC3CCCC3)c3ccc(F)c(Cl)c3)n2)o1	-1.2	9.28µM*	-8.7	1.0%	-3.4%	13.1µM*
35	Cc1cccc(/C=N/NC(=O)c2ccc(NC(=O)c3cccc(Cl)c3)cc2)n1	1.0	u	-3.4	-5.8%	-10.5%	71.0%[activator]
36	O=S(=O)(/C=C/c1ccccc1)N1CCNCC1	0.9	-8.3%	-7.8	x	2.7%	-0.2%
37	O=c1cc(C(F)(F)F)nc(-c2ccccc2OC(F)(F)F)[nH]1	-3.4	-4.2%	-7.0	1.1%	-1.4%	16.3%
38	Cc1ccccc1OCC(O)CN1CCN(CC(O)COc2ccccc2C)C(C)C1 (configuration not stated)	-2.9	9.28µM*	-2.4	14.1µM*	0.5%	u
39	Cc1cc(NC(=O)CCC(=O)N(c2ccccc2)C(C(=O)NC2CCCC2)c2ccccc2)no1 (configuration not stated)	-2.4	14.7µM*	-4.0	3.2%	-9.6%	8.28µM*
40	CCN=C1S/C(=C/c2ccc(-c3ccc(Cl)cc3C(=O)O)o2)C(=O)N1CC	4.5	10.6%[0.00184 µM]	-19.3	14.3%	u	32.5%[activator]
41	CCn1c(SCC(=O)c2ccccc2)nnc1-c1cccnc1	43.5*	20.4%	45.9	-5.5%	x	-5.2%
42	COc1cc(C(=O)Nc2ccc3c(c2)OCCO3)ccc1OC(C)C	44.3*	99.3%[activator]	+	5.1%	-7.0%	u
43	COc1cccc(NC(=O)CCSc2ccc3ccccc3n2)c1	15.4*	43.2%[activator]	16.6	-7.4%	-2.6%	6.57µM*
44	COc1ccc(/C=C(/C(=O)Nc2ccccc2C(=O)NC(C)C)c2ccccc2)cc1	-3.0	u	-17.0	1.6%	47.3%[activator]	u
45	Cc1nc(Nc2ccncc2)c2oc3ccccc3c2n1	-3.7	x	-20.0	1.4%	-31.0%	-1.7%[5.75 µM]
46	O=C(NCc1ccco1)/C(=C/c1ccc(F)cc1)NC(=O)c1ccccc1	-5.7	-12.2%	14.1	-1.5%	-15.8%	106.6%[activator]
47	O=C(Oc1ccccc1C(=S)N1CCOCC1)c1ccccc1	-3.2	22.9%	-22.2	2.0%	-6.9%	13.1%
48	CCCN(CCO)Cc1cccc(Cl)c1	-1.2	13.1%	-7.5	-11.5%	-7.8%	x
49	CC(=O)Nc1nc(C(=O)Nc2c(C)n[nH]c2C)cs1	5.9	x	-8.3	-8.7%	-6.3%[11.4 µM]	91.3%[activator]

Record cards (already shown). Values in the order: Cycloheximide cs, Pf growth 48h, Shiga inhibitor, Giardia FBPA inh, Sm TGR block, Pf growth 96h
Cc1nc(Nc2ccncc2)c2oc3ccccc3c2n1 in the list: -3.7, x, -20.0, 1.4%, -31.0%, -1.7%[5.75 µM]
CC(Sc1nnc(-c2ccc(Cl)cc2)n1C)C(N)=O (configuration not stated) in the list: 12.3, 14.9%, -4.5, 9.3%, 3.4%, -11.4%

Next section.
#	canonical_smiles	Cycloheximide cs	Pf growth 48h	Shiga inhibitor	Giardia FBPA inh	Sm TGR block	Pf growth 96h
50	Cc1c(OCC(=O)NCC(O)c2ccccc2)ccc2c(-c3ccccc3)cc(=O)oc12 (configuration not stated)	-4.2	u	-3.3	-0.2%	-8.6%	-14.9%
51	Cc1ccc2nc(CCc3nc4ccc(C)cc4[nH]3)[nH]c2c1	-1.6	43.6%[activator]	-6.5	0.1%	0.9%	23.5%
52	CCCCNC(=O)c1cn(-c2ccc(OCC)cc2)c(=O)c2cc(OC)c(OC)cc12	0.7	x	-9.8	3.7%	0.0%	-0.5%
53	CCOc1cc(-c2nc(C)c(C(C)=O)n2O)ccc1OCC(=O)Nc1ccc(F)cc1	-1.9	0.0%	-8.9	1.1%	1.4%	u
54	Cc1ccc(C)c2[nH]c(=O)c(CCNC(=O)c3ccc(S(=O)(=O)N(C)C)cc3)cc12	-3.0	u	10.7	5.8%	6.2%	u
55	COc1cccc(C(=O)Nc2ccc3c(c2)C(=O)N(CCC(=O)O)C3=O)c1	11.8	35.1%[activator]	-9.8	5.8%	9.3%	39.9%[activator]
56	COc1ccc(CN2C(=O)/C(=C/c3ccc(-c4ccc(Cl)c(C(=O)O)c4)o3)SC2=S)cc1	15.9	-8.9%	17.5	0.0%	u	-12.4%
57	Cc1ccc(C(O)(C(=O)NN(C(=O)c2ccccc2)c2ccccc2)c2ccc(C)cc2)cc1	-2.9	4.8%	-7.6	-0.6%	-2.9%	-0.1%
58	COc1ccccc1C1CC(c2ccc(Cl)cc2)Nc2nc(N)nn21 (configuration not stated)	-7.3	u	-11.8	1.4%	-26.8%	u
59	O=C(COC(=O)c1ccccc1Nc1ccccc1F)c1ccccc1	2.0	-0.5%	18.8	-7.5%	13.8%	-3.0%
60	O=C(Cc1ccccc1)N[C@H](c1ccccc1)P(=O)(O)CO	-1.9	0.9%	10.1	7.0%	0.0%	-7.0%

Structures shown so far containing an NH in an aromatic ring:
#	canonical_smiles	Cycloheximide cs	Pf growth 48h	Shiga inhibitor	Giardia FBPA inh	Sm TGR block	Pf growth 96h
8	N#C/C(=C\c1c[nH]c2ccccc12)C(=O)Nc1ncc(Cc2ccc(Cl)cc2Cl)s1	-3.7	-8.8%	9.4	6.0%	-5.0%	u
16	CCOc1ccc(-c2[nH]ncc2-c2ccc(Cl)cc2)c(O)c1	-5.1	8.28µM*	-19.9	15.3%	9.1%	3.29µM*
26	CCOC(=O)c1c(NC(=O)CSc2n[nH]c(N)n2)sc(CC)c1C	-2.7	u	-17.4	6.2%	4.5%	7.7%
28	COc1cc(C2C3=C(CCCC3=O)Nc3[nH]n(-c4ccccc4)c(=O)c32)cc(OC)c1OC (configuration not stated)	1.3	4.6%	-9.0	-9.3%	-13.4%	u
37	O=c1cc(C(F)(F)F)nc(-c2ccccc2OC(F)(F)F)[nH]1	-3.4	-4.2%	-7.0	1.1%	-1.4%	16.3%
49	CC(=O)Nc1nc(C(=O)Nc2c(C)n[nH]c2C)cs1	5.9	x	-8.3	-8.7%	-6.3%[11.4 µM]	91.3%[activator]
51	Cc1ccc2nc(CCc3nc4ccc(C)cc4[nH]3)[nH]c2c1	-1.6	43.6%[activator]	-6.5	0.1%	0.9%	23.5%
54	Cc1ccc(C)c2[nH]c(=O)c(CCNC(=O)c3ccc(S(=O)(=O)N(C)C)cc3)cc12	-3.0	u	10.7	5.8%	6.2%	u
